PKA-R2B act: PKA-R2B complex activation | AID 504700 | 340,000 compounds, 0.079% hits | P22694+P31323 | PKA-R2B holoenzyme dissociation, Cy5-IP20 fluorescence polarization; R2B truncated from residue 108, S112A mutant; 0% DMSO only, 100% 113 µM cGMP | activation, % at 11.4 µM;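 active = activation above a cutoff set at the mean over all compounds plus 3 SD, cut at about 18% in these data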;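 note: higher means more holoenzyme dissociation and a rise in polarization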
phage Ecoli inh: E. coli growth loss with phage present; 360,000 compounds, 0.26% hits; inhibition, % at 11.9 µM; growth absorbance; AID 651602; in the data active = inhibition above about 11%
PKA-R1A activ: activates the PKA-R1A holoenzyme complex; P00514+P68181; 340,000 compounds, 0.083% hits; AID 504707; activation, % at 11.4 µM; PKA-R1A dissociation, Cy5-IP20 fluorescence polarization; scaled: DMSO 0%, 113 µM cGMP 100%;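 active = percent activation above the mean of all tested compounds plus 3 SD, cut at about 19% in these data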;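 note: higher means more PKAc released from R1A so a rise in polarization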
HTR5A ag ctr: HTR5A agonism, opioid heterodimer counter-screen | activation, % at 9.3 µM | HTR5A agonist assay, luminescence, cell-based | 340,000 compounds, 0.61% hits | P47898 | AID 504692; in the data active = activation mostly above about 9.5%, no sharp cut-off; inactive = mostly below about 7.6%;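 note: 0% = cells with vehicle only and 100% = reference agonist; strong numbers were not always called active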
Target sequence (P47898 whole entry, looked up): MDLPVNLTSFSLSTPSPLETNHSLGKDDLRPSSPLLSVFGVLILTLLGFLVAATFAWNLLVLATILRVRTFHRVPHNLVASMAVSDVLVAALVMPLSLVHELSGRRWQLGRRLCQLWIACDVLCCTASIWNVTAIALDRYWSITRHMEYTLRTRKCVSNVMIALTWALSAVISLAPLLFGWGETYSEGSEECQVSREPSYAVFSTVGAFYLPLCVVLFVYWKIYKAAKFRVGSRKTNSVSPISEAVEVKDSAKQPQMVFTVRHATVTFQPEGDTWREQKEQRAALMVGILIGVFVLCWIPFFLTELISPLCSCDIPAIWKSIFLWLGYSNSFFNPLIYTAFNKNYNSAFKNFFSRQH
AddAB inh: less growth of phage-infected E. coli with AddAB; E. coli expressing H. pylori AddAB, absorbance growth; inhibition, % at 11.9 µM; 330,000 compounds, 0.29% hits; AID 435030; in the data active = inhibition above about 12%;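 note: 0% = vehicle wells of infected cells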
CDK5 p35 inh: inhibitors of human CDK5/p35 kinase; Q00535+Q15078; Recombinant CDK5/p35, ADP-Glo luminescence, 60 min; inhibition, % at 10 µM; 330,000 compounds, 0.01% hits;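 active = highest replicate inhibition of at least 50% and at least 75% of replicates reaching 50%; inconclusive = only one of the two criteria met; inactive = both criteria failed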;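 note: plate controls were DMSO neutral control for no effect and GW8510 at 10 µM for full effect; many of its hits are not listed in these tables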
Target sequence (Q00535 whole entry, looked up): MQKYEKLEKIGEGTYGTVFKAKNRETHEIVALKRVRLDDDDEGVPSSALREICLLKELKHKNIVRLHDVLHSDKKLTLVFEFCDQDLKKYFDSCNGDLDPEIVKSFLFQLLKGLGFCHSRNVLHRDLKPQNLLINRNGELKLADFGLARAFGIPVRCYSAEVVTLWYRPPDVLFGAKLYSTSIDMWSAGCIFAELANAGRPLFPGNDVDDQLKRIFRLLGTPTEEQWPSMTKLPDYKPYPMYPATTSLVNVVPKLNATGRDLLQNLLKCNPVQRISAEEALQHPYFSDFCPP
Target sequence (Q15078 whole entry, looked up): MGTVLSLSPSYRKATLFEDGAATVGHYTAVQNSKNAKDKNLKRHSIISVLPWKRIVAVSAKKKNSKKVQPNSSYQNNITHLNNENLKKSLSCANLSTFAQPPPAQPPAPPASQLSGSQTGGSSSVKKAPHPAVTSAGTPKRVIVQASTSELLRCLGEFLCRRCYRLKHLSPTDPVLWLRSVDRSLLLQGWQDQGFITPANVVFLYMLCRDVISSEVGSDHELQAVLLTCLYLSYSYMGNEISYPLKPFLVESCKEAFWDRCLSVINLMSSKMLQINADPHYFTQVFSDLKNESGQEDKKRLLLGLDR
E coli growth: bacterial growth inhibition, counter-screen for AddAB inhibitors | E. coli V3065 growth, OD600 absorbance, 18 h | inhibition, % at 11.9 µM | 330,000 compounds, 0.27% hits;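 active = inhibition above the campaign's mean inhibition across all tested compounds plus 3 SD, cut at about 9.9% in these data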;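 note: uninfected addAB+ strain grown without phage in ampicillin broth; 0% = DMSO wells and 100% = ciprofloxacin 0.95 µg/ml wells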
SUMO Mot1 rescue: SUMOylation pathway inhibition by Mot1-301 growth rescue; S. cerevisiae Mot1-301 growth rescue, ATP luminescence, 38.5C; percent above DMSO median, 100 means doubled; growth rescue, % at 18.8 µM; 320,000 compounds, 1% hits;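 active = every valid replicate shows activation above 250% relative to neutral control wells; inactive = the rest, any valid replicate at or below 250%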;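 note: OY570 slx delta 5 strain wells were the positive control but not used for scaling; some compounds called inactive have numbers as strong as hits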
DAGLB inh: blocks human DAGLB lipase activity; Q8NCG7; HEK293T DAGLB membrane lysate, EnzChek fluorogenic substrate; inhibition, % at 5.17 µM; 340,000 compounds, 0.059% hits; in the data active = inhibition above about 34%;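 note: 0% = enzyme with vehicle and 100% = wells lacking enzyme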
Tat export inh: blocks Tat-dependent protein export in E. coli; 340,000 compounds, 0.036% hits; E. coli MC4100 TorA-mCherry Tat export, fluorescence; inhibition, % at 10 µM;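 active = mean replicate inhibition at least 50% and at least half of replicates individually reaching 50%; inconclusive = only one of the two criteria met; inactive = neither criterion met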;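 note: exported cargo escapes ClpAP degradation while cytoplasmic cargo is degraded and loses fluorescence; 0% = median of neutral control wells and 100% = median of NaSCN control wells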
HTR5A inv ctr: counter-screen for OPRM1-OPRD1 inverse agonists: human HTR5A inverse agonism; P47898; inhibition, % at 9.3 µM; HTR5A cell line, luminescence; AID 504634; 340,000 compounds, 0.083% hits; in the data active = inhibition mostly above about 23%, no sharp cut-off; inactive = mostly below about 18%;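 note: 0% = cells with DMSO and 100% = no-cell wells with DMSO; some compounds called inactive have numbers as strong as hits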
Active calls of the source: *; ? = inconclusive; . = not tested or not shown. Outcome played no part in choosing rows; about 2.3% have a hit in one of these screens.

Values in the order – PKA-R2B act	phage Ecoli inh	PKA-R1A activ	HTR5A ag ctr	AddAB inh	CDK5 p35 inh	E coli growth	SUMO Mot1 rescue	DAGLB inh	Tat export inh	HTR5A inv ctr
> CCOC(=O)C1C(=O)NC(N2CCN(CC)CC2)=NC1c1ccccc1 (stereo not given)
→ 13.1	2.1	-10.2	1.5	0.8	-1.3	-0.1	4.4	-1.6	6.2	-4.0
> Cc1ccc(-c2cc(C(F)F)nc(S(C)(=O)=O)n2)cc1
→ -8.3	1.1	-17.0	-1.1	0.8	-0.4	3.6	245.9	-1.9	0.3	3.2
> Cc1ccc(NC(=O)CN2C(=O)NC3(CCCc4ccccc43)C2=O)c(C)c1 (stereo not given)
→ -0.7	0.1	7.2	-2.1	.	-0.4	.	.	2.4	10.8	5.5
> C=C(c1cn(C(C)=O)c2ccccc12)c1cn(C(C)=O)c2ccccc12
→ 3.2	-1.3	5.0	-0.5	.	2.0	.	.	-0.1	3.6	1.8
> OC(COC(c1ccc(F)cc1)c1ccc(F)cc1)CN1CCc2ccccc2C1 (stereo not given)
→ -12.6	-0.1	7.2	0.0	3.7	-0.4	-0.3	6.6	-4.1	-6.2	34.8
> O=C(COC(=O)C(O)c1ccccc1)c1ccc2c(c1)OCCO2 (stereo not given)
→ -8.3	0.9	-1.2	-2.7	2.6	0.3	3.3	3.6	-7.0	-1.5	-28.0
> COc1ccccc1NC(=O)NCCCCc1ccccc1
→ 4.4	1.7	-0.3	6.0	0.1	-0.6	-0.1	-4.2	-4.7	?	-24.4
> CCOc1ccc(C(=O)Nc2ccc(N3CCN(C)CC3)cc2)cc1
→ -1.0	4.6	0.2	7.2	3.5	-3.9	0.0	-7.4	-0.2	-1.8	-26.5
> O=C1NC[C@H](c2ccccc2)OC(=O)[C@H](Cc2ccc(F)cc2)C/C=C\C[C@H]1CC(=O)N(CCO)Cc1ccccc1
→ 0.9	0.0	-2.7	-0.8	1.4	0.5	-1.8	9.3	0.7	9.4	-18.9
> Cc1cccc(C(C)C)c1NC(=O)C(C)OC(=O)Cn1cnc2c1c(=O)n(C)c(=O)n2C (stereo not given)
→ -8.1	-1.4	-5.2	0.3	-1.7	0.9	1.0	-10.9	0.1	-0.8	-7.7
> Cc1csc(Nc2ccc(C(=O)O)cc2)n1
→ -5.3	3.5	-19.4	3.2	4.5	2.7	3.0	-4.1	-0.2	-3.3	-12.3
> CC(=O)N1C(=O)C2(C(C#N)=C(N)Oc3c2c(C)nn3-c2ccccc2)c2ccccc21 (stereo not given)
→ -8.1	0.1	-7.0	4.0	-0.5	-1.4	1.5	-7.4	-0.8	1.2	-19.1
> Cc1nnc(SCC(=O)Nc2nonc2C)s1
→ -3.0	2.1	2.3	-1.0	-0.5	0.6	-3.2	-10.9	-2.0	4.0	4.3
> O=C(Nc1nccs1)c1ccc(S(=O)(=O)NCC2CCCCC2)cc1
→ -8.3	2.2	-9.4	-3.3	-2.3	1.0	-0.4	-28.5	2.7	5.9	4.0
> O=C(c1nc2ccc(Cl)cn2c1CNCCn1ccnc1)N1CCCCCCC1
→ 2.9	3.7	-3.8	-3.6	0.3	-0.8	0.6	2.5	2.1	3.3	-25.7
> CCc1nnc(NC(=O)c2cccc(S(=O)(=O)N3CCN(c4ccccc4)CC3)c2)s1
→ 3.0	-0.5	-4.0	-2.3	1.6	0.1	-2.0	572.0*	1.4	-2.9	0.1
> O=C(Nc1ccccc1N1CCCC1)c1ccco1
→ -7.2	1.1	-10.0	-1.3	0.3	-0.6	1.1	102.8	-1.9	3.4	3.2
> COc1ccccc1-c1c(C)nn2c(C)c(C(C)=O)cnc12
→ -6.6	4.0	-5.7	-1.6	-1.9	-1.4	0.8	-14.6	-1.2	6.2	5.8
> O=C(CSCC(=O)Nc1nc(-c2ccc3c(c2)OCO3)cs1)Nc1nccs1
→ 9.8	3.0	-3.1	-3.4	-0.2	0.3	-2.0	-4.5	-1.4	2.3	10.1
> Cc1c(NC(=O)COC(=O)/C=C/c2ccc(Cl)cc2)c(=O)n(-c2ccccc2)n1C
→ 2.2	2.9	6.5	-6.0	5.8	-0.5	1.0	-13.7	-0.4	3.0	14.8
> Cc1ccc(-c2cn(S(=O)(=O)c3ccc(C)cc3)nc2N)cc1
→ 4.3	1.2	-4.9	4.4	-2.7	-0.9	-3.1	.	-4.6	-6.6	13.4
> O=C(NC1CC(=O)N(c2ccccc2)C1)C1CC1 (stereo not given)
→ -18.1	1.6	1.7	-5.2	0.5	1.1	1.1	-17.9	4.9	1.5	-7.8
> O=C(CSc1nnc(CNC(=O)c2cccs2)o1)NCC1CCCO1 (stereo not given)
→ -9.5	2.8	-10.5	-3.3	1.1	-0.1	1.5	-11.2	-1.4	-2.0	-18.0
> COC(=O)CN(C)C(=O)CC1C(=O)NCCN1CC(C)(C)C (stereo not given)
→ -11.9	5.4	7.7	13.5*	4.9	4.4	0.8	-3.6	-3.4	6.1	-14.4
> CCCCc1ccc(NC(=O)CC(C)=O)cc1
→ -1.8	2.5	-15.2	-0.3	3.7	-0.2	-3.4	-8.6	3.9	1.4	2.5
> CCNCC(=O)N1c2ccccc2CCc2ccc(NC(=O)OC(C)C)cc21
→ -3.5	2.5	-9.8	-1.4	2.9	-1.6	-1.4	-8.5	-0.3	4.6	5.2
> CCN(CC)CCN(C(=O)/C=C/c1cccs1)c1nc2ccc(F)cc2s1
→ 5.5	1.0	-5.4	4.1	0.3	0.8	1.8	27.6	-13.3	4.2	14.0
> O=C(NCc1cccnc1)c1ccc(NC(=O)c2ccc([N+](=O)[O-])cc2)cc1
→ 1.4	1.3	10.6	0.4	0.0	-1.8	1.7	-10.5	-3.2	9.5	-1.1
> O=C1c2ccccc2C(=O)N1c1cccc2cccnc12
→ 6.3	0.6	-1.9	3.7	4.8	2.3	2.6	-4.4	-0.3	-6.6	-17.1
> CC(C)(C)Nc1nc(NN)nc(NC(C)(C)C)n1
→ 0.9	1.5	-9.9	-0.8	-1.3	-0.7	-0.8	-5.6	-2.3	-7.7	3.0
> O=C(CCNS(=O)(=O)c1c(Cl)cccc1Cl)OCC(=O)c1ccccc1
→ -7.8	2.1	-3.0	4.1	3.3	-8.6	2.6	-2.1	-0.1	35.5	1.9
> COc1ccc2c(c1)C1CC(C)(NC(=O)C1C(=O)c1ccccc1)O2 (stereo not given)
→ -24.0	1.7	-4.8	-1.3	0.3	1.8	-0.1	-5.8	-1.5	4.1	-12.9
> Fc1ccc(-c2csc(-c3cccnc3)n2)cc1F
→ 8.6	1.5	-1.7	1.2	0.4	1.2	0.4	235.8	-3.6	-1.8	-4.8
> CC(=O)N1N=C(c2cccnc2)OC1c1ccc(C(C)C)cc1 (stereo not given)
→ -7.1	1.7	2.5	0.7	3.7	1.1	-0.7	-4.8	1.8	-2.1	-2.0
> O=C(CN(c1ccc(Cl)c(C(F)(F)F)c1)S(=O)(=O)c1ccccc1)N/N=C/c1cccc2c1OCCO2
→ -5.1	1.2	-8.2	-0.9	-0.4	-0.5	1.1	-6.2	-0.1	-1.9	2.2
> CCCCNC(=O)[C@H]1C[C@H]1[C@@H](O)[C@H](CO)NC(=O)[C@H](Cc1ccccc1)NC(=O)OC(C)(C)C
→ 2.8	-1.3	-7.8	-2.7	2.9	-3.0	0.0	1.2	1.5	7.7	-6.2
> CCC(=O)N1CCc2nc(-c3ccccc3)sc2C1
→ -4.2	-0.8	-1.6	-1.7	0.7	-0.6	-2.0	-2.9	0.5	-2.6	6.6
> O=C(CCC1N=C2c3ccccc3N=C(SCc3ccc(F)cc3)N2C1=O)NCc1ccco1 (stereo not given)
→ 6.6	1.7	12.3	1.8	3.9	0.7	-1.8	320.2	-0.2	-1.3	-25.8
> O=C(c1cccnc1)N1N=C(C2CC2)CC1(O)C(F)(F)F (stereo not given)
→ -7.0	0.1	-9.4	5.5	4.0	0.4	0.5	1.1	-1.3	-6.5	-15.1
> O=C(NC1CCCC1)C(c1ccccc1F)N(C(=O)c1csnn1)C1CC1 (stereo not given)
→ -3.2	1.8	-5.3	2.2	0.3	-0.6	0.3	11.7	-0.5	4.2	-5.8
> CCOC(=O)c1c(O)c2ccccc2oc1=O
→ 5.9	2.5	3.5	8.6	3.7	0.0	2.4	-10.9	2.8	1.8	-23.5
> COC(=O)c1ccc(S(=O)(=O)c2ccccc2)c(N)c1
→ 2.0	1.2	0.3	2.7	2.9	0.0	0.3	-7.9	-0.1	1.3	-0.8
> COc1ccc(S(=O)(=O)CCC(=O)N2c3ccccc3CC2C)cc1 (stereo not given)
→ 4.2	0.6	-2.8	2.9	4.0	0.0	2.5	-17.1	0.0	-5.6	-11.5
> COc1ccc(OC)c(S(=O)(=O)N2CCC(C(=O)N3CCN(Cc4ccccc4)CC3)CC2)c1
→ 1.3	4.4	-3.5	2.1	-2.4	1.5	0.0	5.0	1.2	-10.4	7.1
> O=C(CN1C(=O)NC2(CCCC2)C1=O)Nc1nc2ccccc2s1
→ -5.7	2.4	14.9	0.7	-0.9	-2.8	0.6	88.9	2.1	6.9	-6.3
> Cc1onc(-c2ccccc2Cl)c1C(=O)Nc1ccc(Cl)cn1
→ 5.7	0.8	-6.7	-2.8	0.4	-0.7	1.5	-7.4	-7.9	-7.5	-25.9
> CN(CC(=O)N1CCN(Cc2ccccc2)CC1)S(=O)(=O)c1ccc(F)cc1
→ -15.2	1.4	-3.5	4.5	-3.2	-7.8	-1.2	1.7	0.1	29.3	-16.5
> Cc1[nH]n(-c2cccc([N+](=O)[O-])c2)c(=O)c1-c1ccccc1
→ 1.1	3.8	-2.8	-0.5	0.7	-1.2	0.4	-2.1	2.0	-3.0	11.4
> COc1ccccc1C1CN(c2ccccc2)N=C1c1cccs1 (stereo not given)
→ 0.6	2.5	3.3	6.3	-2.3	0.2	-2.4	2.4	-5.6	-0.6	-1.1
> CCOc1ccc(-c2n[nH]c(=S)n2/N=C/c2cc3c(cc2[N+](=O)[O-])OCO3)cc1
→ -5.5	-0.7	-7.2	3.1	0.1	0.6	0.8	472.8	-0.5	-3.2	15.7
> CCc1ccccc1NC(=O)CNC(=O)CSC(=S)N1CCCC1
→ 6.8	6.3	11.3	0.9	1.7	0.6	1.8	4.9	-3.1	-0.6	-19.4
> CC(=O)n1cc([C@H]2C=C(C(=O)N3CCN(Cc4ccc5c(c4)OCO5)CC3)O[C@@H](OCc3ccc(CO)cc3)C2)c2ccccc21
→ 11.4	3.0	-2.6	-7.0	2.6	-3.6	-2.7	0.3	-0.1	3.9	17.9
> O=C(CSc1ncn[nH]1)NCCc1ccc(Cl)cc1
→ -0.9	1.3	-8.7	3.1	2.9	-0.8	-0.6	-10.9	-1.3	3.4	-8.9
> Cc1cccc(-n2c(SCC(N)=O)nnc2-c2ccccn2)c1C
→ -4.2	2.4	-20.6	-4.1	-0.6	-1.2	-1.9	-2.2	-0.5	-10.2	14.3
> COC(=O)c1cc(NC(=O)Nc2ccccc2)ccc1Cl
→ -1.6	8.4	-6.9	3.3	5.8	-1.8	4.1	1.7	-1.4	-1.4	8.1

Source: PubChem BioAssay (several laboratories)
